Screens as filed in PubChem BioAssay.
DT40 TDP1 CPT – DT40-hTDP1 cell growth loss with CPT | 12% of 420,000 active | Potency, µM (top dose mostly 46.2 µM), without a hit: at the highest dose activity change, negative = growth inhibition, usual class: inhibitors | chicken DT40 Tdp1-/-;hTDP1 cells + 20 nM CPT, ATP luminescence, 48 h; note: nearly all actives have a fitted effect of over 55% in size
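Cell growth measured by CellTiter-Glo luminescence after a minimum 48 h, 37 C compound exposure with 20 nM CPT in Tdp1-knockout DT40 cells stably expressing hTDP1, seeded 400/well; qHTS titration format.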
KAT2A inh – blocks human GCN5L2 histone acetyltransferase; GCN5L2 HAT assay, ThioGlo1 CoA-SH fluorescence; AID 504327; Q92830; Potency, µM (doses to about 58.9 µM), inactives show top-dose activity change, negative = inhibition, actives largely listed as inhibitors; 0.21% of 390,000 active
Target sequence (Q92830 whole entry, looked up): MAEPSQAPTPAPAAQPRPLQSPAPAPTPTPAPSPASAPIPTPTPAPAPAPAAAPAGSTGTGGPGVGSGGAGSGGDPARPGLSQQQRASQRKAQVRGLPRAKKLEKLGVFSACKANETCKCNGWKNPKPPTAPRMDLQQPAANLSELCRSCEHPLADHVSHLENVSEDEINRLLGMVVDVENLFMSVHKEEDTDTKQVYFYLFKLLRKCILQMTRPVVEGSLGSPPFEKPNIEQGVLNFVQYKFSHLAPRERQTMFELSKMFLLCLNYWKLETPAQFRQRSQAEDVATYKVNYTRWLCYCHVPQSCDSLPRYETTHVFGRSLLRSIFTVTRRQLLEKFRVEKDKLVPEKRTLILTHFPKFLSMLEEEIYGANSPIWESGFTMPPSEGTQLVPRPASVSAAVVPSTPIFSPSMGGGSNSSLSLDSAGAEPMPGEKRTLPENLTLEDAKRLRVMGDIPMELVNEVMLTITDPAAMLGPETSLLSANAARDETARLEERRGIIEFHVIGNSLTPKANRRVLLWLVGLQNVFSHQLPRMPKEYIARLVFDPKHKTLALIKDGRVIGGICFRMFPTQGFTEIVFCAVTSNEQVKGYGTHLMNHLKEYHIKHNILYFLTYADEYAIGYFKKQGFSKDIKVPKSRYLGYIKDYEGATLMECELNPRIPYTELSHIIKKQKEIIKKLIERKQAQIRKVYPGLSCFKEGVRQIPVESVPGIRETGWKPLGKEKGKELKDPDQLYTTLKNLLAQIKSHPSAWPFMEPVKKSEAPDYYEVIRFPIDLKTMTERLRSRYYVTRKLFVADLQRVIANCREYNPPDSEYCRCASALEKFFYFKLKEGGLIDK
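Enzyme at 20nM final was mixed with library compounds for 15 min at room temperature. Peptide H3(1-25) at 75uM, acetyl-CoA at 70uM and ThioGlo1 at 50uM were then added. Plates were read immediately and after 20 min (Ex340nm/Em540nm).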
TDP1 cell noCPT – qHTS for Inhibitors of human tyrosyl-DNA phosphodiesterase 1 (TDP1): qHTS in cells in absence of CPT. DT40 Tdp1-/- hTDP1 cells, no CPT, ATP luminescence, 48 h. Potency, µM (top dose mostly 46.2 µM), for the others: top-dose activity change, negative = growth inhibition, hits mostly inhibitors. 15% of 420,000 active. AID 686978, 2013; note: nearly all actives have a fitted effect of over 55% in size
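Stably hTDP1-transfected Tdp1-null chicken DT40 cells were treated with library compounds minus camptothecin and grown for at least 48 hr at 37 °C, after which cellular ATP was quantified by luminescence.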
The depositor's hits bear a star; ? = inconclusive; nt = not tested or not shown; & = joins results of further samples; [ ] = remark or other dose. Calls come from the whole dose curve; as a rule, active = well fitted curve in the direction sought with a large enough effect; inconclusive = small, poorly fitted or top-dose-only effect, or another doubt; inactive = no such curve, though single readings can be large; an effect the other way counts as inactive or inconclusive. % is set by controls: 0 for no effect and ±100 for the full control effect; potency is the fitted concentration of half-maximal effect.

molecule | DT40 TDP1 CPT | KAT2A inh | TDP1 cell noCPT
CSc1nc(=S)n(-c2ccccc2)c(C)c1C(C)=O | -3.2% | 2.4% | -19.2%
Cc1ccccc1-c1nc2cc(Cl)ccc2o1 | -14.8% | -12.5% | 1.4%
C/C(=N\NC(=O)c1ccccc1-n1cccc1)C1CC1 | -2.1% | -2.5% | -2.3%
O=C(CSc1nnnn1C1CCCCC1)NCc1ccco1 | -28.1% | -10.4% | -18.3%
CNC(=S)N(Cc1cccs1)Cc1cc2cc(OC)ccc2[nH]c1=O | ? | -7.2% | ?
CCOc1ccc(S(=O)(=O)N2CCC(C(=O)OC(C)C(=O)N(C)C3CCCCC3)CC2)cc1 (centres undefined) | 0.2% | -22.8% | -6.4%
Cc1c(Cl)cccc1NC(=O)CCCn1nc(C)c2sc3ccccc3c2c1=O | ? | -2.0% | ?
N#C/C(=C\c1ccc2c(c1)OCCO2)C(=O)NC1CCCCC1 | -10.2% | -12.2% | ?
CC(C)CNC(=S)N(CCCO)Cc1cc2cc3c(cc2[nH]c1=O)OCCO3 | ? | -23.9% | ?
CC(=O)NC(c1cccc(F)c1)c1nc(-c2cc(F)cc(Cl)c2)cs1 (centres undefined) | -24.6% | nt | -30.0%
COC(=O)c1c(C)oc2ccc(N(C(C)=O)S(=O)(=O)c3ccccc3)cc12 | 14.6µM* | -0.2% | -104.8%
O=C(CSc1nncn1-c1ccccc1)Nc1ccc(F)cc1F | 12.5% | 2.2% | -0.6%
CCOC(=O)CN1NC2(CCCCCC2)NC1=S | 4.2% | -11.1% | -1.9%
COc1ccc(OC)c(S(=O)(=O)Nc2ccc3c(c2)C(=O)OC3)c1 | 11.6µM* | -14.9% | 8.2µM*
COc1ccc(N(Cc2ccco2)C(=O)c2ccccc2F)cc1OC | ? | -2.9% | ?
CCOC(=O)C1(CCCc2ccccc2)CCN(CCCn2cccn2)CC1 | -28.0% | -17.0% | ?
Cc1cc(NC(=O)c2ccc(S(=O)(=O)N3CCCC3)cc2)nc2c1c(=O)oc1ccccc12 | 7.31µM* | -1.2% | 10.3µM*
CCc1nc2ccc(C(=O)Nc3cccc(OCC(=O)N(C)C)c3)cn2c1N(C)Cc1ccc(N(C)C)cc1 | ? | nt | ?
CCc1cc2cc(C(=O)N3CCN(Cc4ccccc4)CC3)sc2s1 | ? | nt | ?
CN1CCN(NC(=O)CN2C(=O)/C(=C/c3ccccc3Cl)SC2=S)CC1 | ? | -6.6% | ?

Next records
molecule | DT40 TDP1 CPT | KAT2A inh | TDP1 cell noCPT
O=C1CCC/C1=C/Nc1ccc(Cl)cc1 | ? | -7.5% | ?
Cc1cccc(CSC2=NCCN2C(=O)c2ccco2)c1 | -19.8% | -6.2% | -17.7%
O=C(NCc1ccco1)Nc1cccc(-c2ccccc2)c1 | ? | nt | ?
Cc1ccc(NCc2nnc(SCC#N)o2)c(C)c1 | -4.5% | 2.8% | 0.3%
COc1ccc(OC)c(NC(=O)CN2C(=O)NC3(CCCc4ccccc43)C2=O)c1 (centres undefined) | -8.3% | -9.3% | -14.4%
C[C@@H]1CN(S(=O)(=O)C(C)(C)C)[C@H](CCO)/C1=C\c1ccccc1 | -10.8% | nt | -26.7%
O=C(O)CCCCC(=O)O | -0.5% | 58.8%[activator] | -2.1%
CCC(CC)C(=O)Nc1nnc(S(=O)(=O)N2CCCCCC2)s1 | -4.5%&-11.2% | -16.9%&-3.8% | -0.4%&-27.3%
Cc1ccc(CSCC(=O)NCc2cccs2)cc1 | 10.3% | -8.1% | 15.0%
CC1=C(C(=O)OC2CCCCC2)C(c2ccc(C)o2)C2=C(CCCC2=O)N1 (centres undefined) | ? | -7.4% | ?
CC1(C)Cc2nc3sc4c(OCc5ccccc5)ncnc4c3cc2CO1 | ? | -3.0% | 18.4µM*
CC(=O)c1sc(-c2ccc(F)cc2F)nc1C | 3.1% | -3.5% | -0.5%
O=C(NCc1ccccn1)c1ccc(NC(=O)c2ccco2)cc1 | 4.0% | -17.3% | -23.5%
COc1cc(NC(=O)CSc2nc3c(C)ccc(C)c3cc2C)c(C(=O)O)cc1OC | -6.9% | -10.4% | 0.366µM*
O=C(CCc1ccccc1)Nc1ncn[nH]1 | -3.2% | -0.3% | 3.2%
CC(=O)c1c(C(C)=O)c(C)n(Cc2ccc(Cl)cc2)c1C | 16.4µM* | 3.5% | 18.4µM*
N#Cc1c[nH]n2c(NC3CCCC3)c(-c3cccc(Br)c3)nc12 | ? | -8.4% | ?
Nc1cccc2[nH]c(=O)c3ccccc3c12 | ? | nt | -19.0%
CCN(CC)CCNCc1ccc(-c2ccc(Cl)cc2)o1 | ? | 1.4% | ?
COc1ccc(S(=O)(=O)N2CCN(Cc3ccccc3)CC2)cc1 | -26.5% | -5.9% | ?

Next section.
molecule | DT40 TDP1 CPT | KAT2A inh | TDP1 cell noCPT
O=C(NCCS(=O)(=O)N1CCN(c2ccc(F)cc2)CC1)C(c1ccccc1)c1ccccc1 | ? | -10.0% | ?
O=C(NCCc1ccc(F)cc1)c1ccc([N+](=O)[O-])cc1 | -16.4% | -3.0% | -10.2%
CCOc1cc(/C=C2/C(=O)ON=C2C)ccc1OCc1ccccc1 | -3.8% | -2.0% | ?
O=C(N[C@@H]1C/C=C\C[C@H](CC(=O)N(CCO)Cc2ccccc2)C(=O)NC[C@@H](c2ccccc2)OC1=O)OCC1c2ccccc2-c2ccccc21 | 6.51µM* | -16.9% | 5.8µM*
CCOC(=O)CON1C(=O)c2ccccc2C1=O | 8.1% | -4.6% | -0.8%
O=c1[nH]c(=O)c2[nH]c(=O)n(-c3ccccc3)c2[nH]1 | 5.4% | nt | 20.1%
Cc1ccsc1CNCc1cc(Cl)ccc1O | -26.6% | -8.2% | -22.8%
CCCNC(=O)CN1C(=O)NC(CC)(c2ccc(F)cc2)C1=O (centres undefined) | 3.5% | -7.6% | -16.8%
Cc1cccc(S(=O)(=O)Nc2nc3ccccc3nc2NCc2ccco2)c1 | ? | 1.5% | ?
CCCc1cc(=O)[nH]c(N/N=C/C=C\c2ccccc2)n1 | 0.8% | -1.0% | ?
O=S(=O)(c1cccs1)N1CCN(c2ccccc2Cl)CC1 | ? | nt | ?
CSc1cccc(NC(=O)CCCOc2cc(=O)n(C)c3ccccc23)c1 | ? | nt | ?
CSCCC(NC(=O)c1ccccc1)C(=O)N1CC=C(c2ccccc2)CC1 (centres undefined) | ? | -5.9% | ?
Nc1nc(NCCCN2CCOCC2)nc(Nc2cccc(Cl)c2)c1[N+](=O)[O-] | ? | -4.0% | ?
CC(C)NC(=O)c1c(CSc2ccc(Cl)cc2)noc1C(=O)NCc1ccccc1 | -0.2% | ? | ?
Cc1ccc(N2CC(C(=O)OCC(=O)Nc3cccc(Cl)c3C)CC2=O)cc1 (centres undefined) | -18.2% | -9.7% | ?
Cc1ccc(NC(=O)CCCn2c(=O)c3cccn3c3ccccc32)c(C)c1 | 14.6µM* | -8.5% | 14.6µM*
COc1cccc(C(=O)NNC2=CC(=O)CC(C)(C)C2)c1 | -8.9% | -0.8% | -13.3%
CCc1ccccc1N(C(=O)c1snc(C(N)=O)c1N)C(C(=O)NCC1CCCO1)c1c[nH]c2ccccc12 (centres undefined) | ? | -1.7% | 20.6µM*
CCOC(=O)C1=C(N)Oc2cc(O)ccc2C1c1ccc([N+](=O)[O-])cc1 (centres undefined) | 0.5% | 0.9% | -16.9%

Entries of single compounds, looked up by structure.
CCOc1cc(/C=C2/C(=O)ON=C2C)ccc1OCc1ccccc1 is listed with DT40 TDP1 CPT = -3.8%; KAT2A inh = -2.0%; TDP1 cell noCPT = ?
CCOC(=O)CON1C(=O)c2ccccc2C1=O is listed with DT40 TDP1 CPT = 8.1%; KAT2A inh = -4.6%; TDP1 cell noCPT = -0.8%
O=c1[nH]c(=O)c2[nH]c(=O)n(-c3ccccc3)c2[nH]1 is listed with DT40 TDP1 CPT = 5.4%; KAT2A inh = nt; TDP1 cell noCPT = 20.1%

Shown with values under each structure: entries from further up
Each structure is followed by: DT40 TDP1 CPT	KAT2A inh	TDP1 cell noCPT
Cc1cccc(S(=O)(=O)Nc2nc3ccccc3nc2NCc2ccco2)c1
→ ?	1.5%	?
CCCc1cc(=O)[nH]c(N/N=C/C=C\c2ccccc2)n1
→ 0.8%	-1.0%	?

The list goes on.
molecule | DT40 TDP1 CPT | KAT2A inh | TDP1 cell noCPT
CCc1nnc(NC(=O)CCS(=O)(=O)Cc2ccccc2)s1 | 14.6µM* | -1.2% | ?
COCC(=O)N1CCC2(CCN(Cc3ccccc3)CC2)CC1 | -2.3% | -12.7% | -0.1%
NC(=O)Nn1c(CCC(=O)O)ccc1-c1ccc(Cl)cc1 | -13.0% | -1.6% | -4.5%
Cn1c(=O)oc2cc(S(=O)(=O)Nc3cccc4c3CCCC4)ccc21 | -28.0% | -2.2% | ?
COC(=O)CSc1nc2cc3c(cc2cc1C)OCO3 | -13.0% | -1.6% | -5.3%
O=C(O)c1ccc(N2CCCC2=O)cc1 | -18.8% | -2.0% | -1.0%
Cc1cccc(C)c1NC(=O)CN(C)C(=O)C1CC1C (centres undefined) | -2.7% | -4.2% | 4.6%
Cc1nc2ccccc2c(=O)n1NC(=O)c1c(O)c2c(n(CC(C)C)c1=O)CCCC2 | ? | -7.6% | 20.6µM*
O=C(CCNc1ccc(Cc2ccncc2)cc1)c1ccc([N+](=O)[O-])cc1 | 23.1µM* | -9.0% | ?
COC(=O)N/N=C/c1sc(N2CCCCC2)nc1-c1cccs1 | 0.8% | -10.7% | 5.5%
COc1ccc(OC)c(-c2csc(NC(=O)CSc3nnnn3C)n2)c1 | -4.0% | 0.8% | -0.8%
O=C(NCc1ccccc1)C1c2ccccc2OCC(=O)N1C1CC1 (centres undefined) | -1.8% | nt | -11.1%
CC(OC(=O)CCc1nc2ccccc2c(=O)[nH]1)C(=O)NCc1ccc2c(c1)OCO2 (centres undefined) | -22.4% | -2.3% | -8.0%
Cc1oncc1C(=O)NC(C)C | 5.7% | -1.3% | -4.6%
OC1(c2nc3ccccc3[nH]2)CCCCC1 | 4.5% | -4.1% | 5.7%
CC(=O)Nc1ccc(NC(=O)CN2CCN(c3ccccn3)CC2)cc1 | 3.8% | 0.5% | 0.8%
CCOC(=O)Cc1cc(=O)n2[nH]c(-c3ccc(C)cc3)cc2n1 | -17.4% | -11.7% | -12.7%
CC(=O)c1c(C)[nH]c(C(=O)OCC(=O)NCCC2=CCCCC2)c1C | ? | -1.3% | ?
O=C(CN1C(=O)NC2(CCCC2)C1=O)Nc1nc2c(F)cc(F)cc2s1 | 0.7% | -20.1% | -29.7%
O=C(Nc1ccnn1C1CCN(C(=O)c2ccccc2C(F)(F)F)CC1)C1CC1 | -23.4% | -1.1% | -22.8%

Next entries
molecule | DT40 TDP1 CPT | KAT2A inh | TDP1 cell noCPT
CCOC(=O)Cc1csc(NC(=O)CSc2nnc(-c3ccc(C)cc3)o2)n1 | 4.4% | -5.1% | -13.2%
CC(C)NC(=S)NC(=O)/C=C/c1cccc2ccccc12 | -11.8% | -5.5% | -29.1%
CCNC(=S)NNC(=O)c1cccs1 | -9.0% | -1.0% | -25.5%
Cc1ccc(S(=O)(=O)NCCC(C)C)cc1[N+](=O)[O-] | -4.4% | 1.9% | 0.3%
CCOc1ccccc1C(=O)NCC(c1cccs1)S(=O)(=O)c1ccc(F)c(C)c1 (centres undefined) | 9.9% | -6.3% | -14.7%
COC(=O)C1=CN(C2CC2)C=C(C(=O)OC)C1c1ccccc1OC | -13.1% | ? | -24.6%
Cc1ccc(CSCC(=O)N2CCN(c3ccc(F)cc3)CC2)cc1 | 25.9µM* | -13.6%&-3.5% | 23.1µM*
OCCNC(=S)Nc1ccc(Oc2ccccc2)cc1 | -11.1% | 13.2% | 1.2%
CCCc1ccccc1OCCNC(=O)c1cc(=O)n(C)c(=O)n1C | 1.9% | -4.4% | 7.6%
COC(=O)c1c(NC(=O)c2ccnn2C)sc(C)c1C | 8.0% | nt | -6.3%
CC[C@@]1(C(=O)OC)N[C@H](CN(C)S(=O)(=O)c2ccc(C(F)(F)F)cc2)[C@@H]2C(=O)N(C)C(=O)[C@@H]21 | -1.5% | 1.8% | -12.7%
O=C(CN1C(=O)NC2(CCSC2)C1=O)NCc1ccccc1 (centres undefined) | 4.7% | -16.3% | 0.2%
O=C(NCC1CCCO1)/C(=C/c1cn(-c2ccccc2)nc1-c1cccnc1)NC(=O)c1ccccc1 (centres undefined) | ? | -3.2% | ?
